# Assay outcomes as filed in PubChem BioAssay.
# PglD inh: inhibitors of Campylobacter jejuni PglD acetyltransferase | purified PglD enzyme, DTNB colorimetric CoA detection | inhibition, % at 12.5 µM | 0.098% of 360,000 active | AID 602405; in the data active = inhibition above about 16%, passing the limit was not always enough; also: strong numbers were not always called active
# miR122 inh: inhibitors of miR-122 in Huh7 cells. Huh7 miR-122 Renilla luciferase sensor, 48 h; neutral wells = 0, positive control = 100. activation (reporter increase), % at 12.5 µM. 0.3% of 340,000 active;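 active = mean replicate activation score at least 90 and every replicate individually at or above 90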;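 also: higher luciferase means less miR-122 activity so hits act as miR-122 inhibitors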
# PGC1a acetyl inh: PGC1a acetylation modulation, inhibitor mode; inhibition, % at 15.6 µM; AID 651687; U2OS PGC1a acetylation, AlphaScreen anti-acetyl-lysine; with virally co-expressed GCN5 acetyltransferase; 0.17% of 350,000 active;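 active = every replicate shows inhibition of at least 40%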;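 also: 0% = neutral control wells and 100% = positive control wells; some results beyond the cut were filed as inactive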
# RAD54 inh: inhibitors of human RAD54 branch migration; inhibition, % at 10.4 µM; AID 602329; 0.14% of 360,000 active; RAD54 Holliday junction branch migration, FAM/BHQ fluorescence;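 active = mean normalized replicate activity at least 40 and at least half of replicates scoring 40 or more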;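 also: 0% = median of neutral control wells and 100% = median of positive control wells; inhibitors cause a drop in the FAM fluorescence signal; in these data hits start at about 50%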
# Cneo AK release: causes C. neoformans cell lysis; adenylate kinase release luminescence, 4 h; normalised: neutral wells 0, clomiphene wells 100; 0.2% of 360,000 active; lysis activity, % at 15 µM; AID 651654;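 active = mean lysis activity across replicates of at least 80%, whatever share of replicates individually reach that level; inactive = mean lysis activity below 80%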
#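 Schedule: static 4 h at 37 °C with compound, 1 h detection; system: C. neoformans cells; benchmarks: Clomiphene as positive control; buffer or medium: fresh YPD medium; measure: luminescence rise reflecting yeast cell lysis; measured by: luminescent adenylate kinase detection reagent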
# RAD52 anneal inh: RAD52 (human) annealing inhibition; P43351; recombinant RAD52 DNA annealing, FRET fluorescence; inhibition, % at 18.7 µM; 0.46% of 360,000 active;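 active = every replicate showing at least 50% inhibition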
# ERAP1 inh: blocks human ERAP1 aminopeptidase activity; inhibition, % at 10.7 µM; AID 652197; recombinant ERAP1, Leu-AMC fluorescence, 60 min; 0.15% of 340,000 active;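 active = mean replicate inhibition of at least 30%, or all replicates individually reaching that 30% level; inactive = mean below 30% and not every replicate reaching it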;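 also: 0% = neutral control wells and 100% = L-leucinethiol positive control wells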
# Target sequence (Q9NZ08 whole entry, looked up): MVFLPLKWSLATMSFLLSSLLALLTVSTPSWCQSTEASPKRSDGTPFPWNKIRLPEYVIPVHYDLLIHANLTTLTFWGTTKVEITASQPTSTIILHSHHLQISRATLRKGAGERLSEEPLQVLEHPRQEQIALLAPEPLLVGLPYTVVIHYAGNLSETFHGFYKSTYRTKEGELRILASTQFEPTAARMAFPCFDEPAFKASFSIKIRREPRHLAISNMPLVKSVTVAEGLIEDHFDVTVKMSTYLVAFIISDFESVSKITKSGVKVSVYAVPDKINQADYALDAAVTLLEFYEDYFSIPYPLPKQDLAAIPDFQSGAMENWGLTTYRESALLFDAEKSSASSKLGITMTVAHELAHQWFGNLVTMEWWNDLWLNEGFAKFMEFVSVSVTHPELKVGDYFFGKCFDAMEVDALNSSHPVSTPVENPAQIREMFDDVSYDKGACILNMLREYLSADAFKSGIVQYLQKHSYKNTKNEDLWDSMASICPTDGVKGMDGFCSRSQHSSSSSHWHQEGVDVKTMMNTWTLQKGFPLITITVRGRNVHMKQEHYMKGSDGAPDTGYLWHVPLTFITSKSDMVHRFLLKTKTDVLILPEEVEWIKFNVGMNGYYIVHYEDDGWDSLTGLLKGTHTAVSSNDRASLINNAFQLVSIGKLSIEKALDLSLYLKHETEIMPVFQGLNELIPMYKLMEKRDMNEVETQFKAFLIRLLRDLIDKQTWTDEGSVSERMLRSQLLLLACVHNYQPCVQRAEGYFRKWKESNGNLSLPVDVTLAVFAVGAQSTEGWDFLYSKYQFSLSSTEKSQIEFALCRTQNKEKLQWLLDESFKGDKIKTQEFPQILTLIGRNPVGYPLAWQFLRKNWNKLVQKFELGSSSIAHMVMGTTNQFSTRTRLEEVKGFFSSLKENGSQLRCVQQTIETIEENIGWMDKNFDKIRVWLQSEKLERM
# E-sel inducer: E-selectin induction on HUVECs; activation, % at 7.58 µM; HUVEC E-selectin immunofluorescence imaging; normalized: neutral wells 0, TNF-alpha wells 100; P16581; AID 686992; 0.37% of 260,000 active;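 active = mean E-selectin-positive cell signal at least 10% of the positive control, reached in at least 60% of replicates, without over 20% cell loss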;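 also: in these data hits start at about 27%; measured in HUVEC primary endothelial cells; signal is the percent of cells scored E-selectin positive by PE staining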
#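 Test system: HUVEC; input: 3,000 HUVEC/well; measured by: immunofluorescence imaging; read-out: % PE-positive cells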
# An asterisk follows results filed as active; / = no result given; & = joins results of further samples.
SMILES,PglD inh,miR122 inh,PGC1a acetyl inh,RAD54 inh,Cneo AK release,RAD52 anneal inh,ERAP1 inh,E-sel inducer
COc1ccc(-c2cc(=O)oc3c(C)c(OC(C)C(=O)N4C[C@H]5C[C@@H](C4)c4cccc(=O)n4C5)ccc23)cc1 (some centres not stated),-3,-26,-5,1,0,-11,19,/
COc1ccc(OC)c(CNCCc2ccc(OC)c(OC)c2)c1,0,/,/,10,0,-13,-1,0.1
CN(C)S(=O)(=O)c1cc(NC(=O)C[N+]23CCN(CC2)CC3)ccc1Cl,0,8,9,-4,-2,-23,2,0.6
S=P(NC1CCCCC1)(N1CC1)N1CC1,-4,-1,0,7,1,-12,-3,-0.1
Cc1cccc([N+](=O)[O-])c1,3,3,-2,-2,3,-9,-1,/
COC(=O)C1=C(c2ccc(OCc3ccccc3)cc2)C[C@@H]2CC[C@H]1N2C(=O)NCc1ccc(N(C)C)cc1,3,-7,-10,0,-4,-19,1,-0.2
Cc1cccc(-n2c(C)nc3ccccc3c2=O)c1C,/,/,0,/,/,-2,-1,-0.1
CCOc1ccccc1N1C(=O)NC(=O)/C(=C/c2ccc3c4c(cccc24)CC3)C1=O,6,-7,13,-11,-1,/,/,/
COC(=O)C1=C(c2ccc(OC)c(OC)c2)C[C@@H]2CC[C@H]1N2C(=O)N1CCC(C)CC1,2,-1,/,-2,1,-8,2,1.7
CC(=O)c1cn(Cc2ccc(C#N)cc2)c2ccccc12,-9,-21,/,6,-2,-17,-2,/
COc1ccn(C)c(=O)c1C#N,2,-1,5,17,1,-14,2,/
C[C@H]1CCC/C=C/[C@@H]2C[C@H](O)C[C@H]2[C@H](O)/C=C/C(=O)O1,1&-9,-10&-14,69*,-2&0,-2&-1,-2&-9,0&-3,4.2&-0.6
COC(=O)C1=C(c2cccc(C#N)c2)C[C@@H]2CC[C@H]1N2C(=O)NCCc1ccccc1,7,4,/,-1,3,-2,-2,0.1
CCOC(=O)COc1ccc2c(c1)c(C(C)=O)c(C)n2Cc1ccccc1,6,-3,4,0,-2,-7,1,0.0
Cc1cc(C=C2C(=O)NC(=O)NC2=O)c(C)n1-c1cccnc1,1,-10,0,0,1,-231,3,5.0
CN1CCN(C(=S)SCC(=O)Nc2ccc(Cl)cc2C(=O)c2ccccc2)CC1,4,-5,-17,7,-2,/,/,/
CN1C(=O)C(=Cc2ccccc2Oc2ccc(Cl)c(F)c2)C(=O)N(C)C1=O,0,2,16,-7,1,/,/,/
COc1ccc2c(c1)C(NC(C)=O)CCc1cc(OC)c(OC)c(OC)c1-2 (configuration not stated),/,75,-6,/,/,-13,3,2.9
CN1CCN(C(=O)COc2ccc(S(=O)(=O)Nc3ccc(F)cc3)cc2)CC1,-2,7,-1,5,1,-3,0,0.2
C[N+]1([O-])[C@@H]2CC(OC(=O)[C@H](CO)c3ccccc3)C[C@H]1[C@@H]1O[C@@H]12 (some centres not stated),-3,2,6,-11,-3,1,-3,-0.1
CC(C)CC(NC(=O)C1CCCCC1)C(=O)N1CCC2(CC1)OCCO2 (configuration not stated),-4,-4,6,2,2,/,/,/
O=C(CCS(=O)(=O)c1ccc(Br)cc1)N1CCC2(CC1)OCCO2,1,-2,2,10,3,/,/,/
O=C(Cc1ccccc1)OCc1ccccc1,-1,-4,-1,4,2,-10,6,/
CN(C)C(=Nc1ccccc1)P(=S)(N(C)C)N(C)C,/,-1,-16,/,/,-19,-1,/
Nc1ncc2[nH]cnc2n1,-3&-4,-5&-2,1,-1&-3,2&4,5&7,0&1,0.3&-2.3

# Next entries follow:
SMILES,PglD inh,miR122 inh,PGC1a acetyl inh,RAD54 inh,Cneo AK release,RAD52 anneal inh,ERAP1 inh,E-sel inducer
O=C(N/N=C\C1C(=O)NC(=S)N(c2ccccc2)C1=O)c1ccc(O)cc1 (configuration not stated),-1,1,8,0,-3,-62,8,/
C#C[C@]1(O)CC[C@H]2[C@@H]3CCC4=CC(=O)CC[C@]4(C)[C@H]3CC[C@@]21C,-3,0,-2,-4,0,-7,2,0.0
COC(=O)C1=C(c2cc3ccccc3s2)C[C@@H]2CC[C@H]1N2C(=O)NCCNC(C)=O,2,7,0,-13,0,/,/,-0.1
CNc1ccc2nc3ccccc3[n+](C)c2c1,1,-3,/,98*,-3,-130,5,0.1
O=C(Cn1c(=S)[nH]c2ccccc2c1=O)N1CCC2(CC1)OCCO2,-7,-1,-9,-3,-1,/,/,/
COc1ccc(-n2nnnc2C(CCc2ccccc2)N2CCC3(CC2)C(=O)NCN3c2ccccc2)cc1 (configuration not stated),-1,-5,-12,-7,0,-6,/,1.2
C[N+](C)(C)CC1CCCC1=O (configuration not stated),/,-3,-7,/,/,-51,80*,-2.0
Cc1ccc2[nH]c(C)c(CCNCc3cccnc3)c2c1,1,11,0,-18,-1,-63,1,/
COc1ccc(CN2CCN(C(=O)Cc3ccccc3)CC2)cc1Br,6,-5,-2,2,-1,-4,1,0.2
CCNC(=S)N(C)CCc1cc2c(c(OC)c1C=C1C(=O)N(C)C(=O)N(C)C1=O)OCO2,1,-4,2,-12,1,-38,/,/
O=C(Cc1ccccc1)N1CCN(Cc2ccc(F)cc2)CC1,3,0,10,6,-3,-11,0,/
O=C1C(=O)N(c2ccccc2)P(=O)(N(CCCl)CCCl)N1c1ccccc1,5,/,4,2,-3,3,-6,/
COC(=O)C1=C(c2ccc(F)cc2OCc2ccccc2)C[C@@H]2CC[C@H]1N2C(=O)NCc1ccc(C)cc1,-1,-11,-21,-1,7,1,-2,-0.1
CCP(=S)(CC)c1ccc(N(C)C)cc1,-5,0,0,6,-1,2,9,/
Cc1cc(OCC(=O)N2CCC(C(=O)NCC(C)C)CC2)c2c3c(c(=O)oc2c1)CCCC3,-6,1,/,2,0,-6,0,1.7
CN(C)C(=O)Oc1ccc2oc(=O)cc(-c3cc4ccccc4o3)c2c1,1,/,/,4,1,-10,1,/
O=[N+]([O-])c1ccc(N(CCO)CCO)c2c1no[n+]2[O-],/,-5,31,-25,-1,-408,16,-0.2
Cc1c(C(=O)N2CCC3(CC2)OCCO3)oc2ccccc12,3,0,3,7,1,/,/,/
Cc1ccccc1-n1c(-c2ccco2)nc2ccccc2c1=O,2,-1,-4,8,1,/,/,/
C=CCNC(=O)c1c(N)n(Cc2ccco2)c2nc3ccccc3nc12,3,/,-5,-5,0,/,/,/
O=C1C2CCCN2C(c2cccs2)N1c1ccccn1 (configuration not stated),-2,-3,11,-3,-1,/,/,/
Cc1ccc(/C=C2\C(=O)NC(=O)N(CCc3ccc(F)cc3)C2=O)s1,/,8,3,/,/,-130,-1,5.2
COC(=O)c1ccc(CN2CCN(Cc3ccccc3)CC2)cc1,2,-7,15,1,4,/,/,/
Cc1cnc(NC(=O)CN2CCCCC2)s1,-3,-6,15,-12,-2,-10,-1,/
Cc1cc(C(=O)N2CCC3(CC2)OCCO3)no1,0,-1,0,5,2,-1,2,-0.2

# An excerpt of these results, as tab-separated lines.
smiles	PglD inh	miR122 inh	PGC1a acetyl inh	RAD54 inh	Cneo AK release	RAD52 anneal inh	ERAP1 inh	E-sel inducer
COc1ccc(-c2cc(=O)oc3c(C)c(OC(C)C(=O)N4C[C@H]5C[C@@H](C4)c4cccc(=O)n4C5)ccc23)cc1 (some centres not stated)	-3	-26	-5	1	0	-11	19	/
COc1ccc(OC)c(CNCCc2ccc(OC)c(OC)c2)c1	0	/	/	10	0	-13	-1	0.1
CN(C)S(=O)(=O)c1cc(NC(=O)C[N+]23CCN(CC2)CC3)ccc1Cl	0	8	9	-4	-2	-23	2	0.6
S=P(NC1CCCCC1)(N1CC1)N1CC1	-4	-1	0	7	1	-12	-3	-0.1
Cc1cccc([N+](=O)[O-])c1	3	3	-2	-2	3	-9	-1	/
COC(=O)C1=C(c2ccc(OCc3ccccc3)cc2)C[C@@H]2CC[C@H]1N2C(=O)NCc1ccc(N(C)C)cc1	3	-7	-10	0	-4	-19	1	-0.2
Cc1cccc(-n2c(C)nc3ccccc3c2=O)c1C	/	/	0	/	/	-2	-1	-0.1
CCOc1ccccc1N1C(=O)NC(=O)/C(=C/c2ccc3c4c(cccc24)CC3)C1=O	6	-7	13	-11	-1	/	/	/
COC(=O)C1=C(c2ccc(OC)c(OC)c2)C[C@@H]2CC[C@H]1N2C(=O)N1CCC(C)CC1	2	-1	/	-2	1	-8	2	1.7
CC(=O)c1cn(Cc2ccc(C#N)cc2)c2ccccc12	-9	-21	/	6	-2	-17	-2	/
COc1ccn(C)c(=O)c1C#N	2	-1	5	17	1	-14	2	/
C[C@H]1CCC/C=C/[C@@H]2C[C@H](O)C[C@H]2[C@H](O)/C=C/C(=O)O1	1&-9	-10&-14	69*	-2&0	-2&-1	-2&-9	0&-3	4.2&-0.6
COC(=O)C1=C(c2cccc(C#N)c2)C[C@@H]2CC[C@H]1N2C(=O)NCCc1ccccc1	7	4	/	-1	3	-2	-2	0.1

# Record cards (already shown). Values in the order: PglD inh, miR122 inh, PGC1a acetyl inh, RAD54 inh, Cneo AK release, RAD52 anneal inh, ERAP1 inh, E-sel inducer
# Profile of CN(C)C(=O)Oc1ccc2oc(=O)cc(-c3cc4ccccc4o3)c2c1 → 1, /, /, 4, 1, -10, 1, /
# Profile of C=CCNC(=O)c1c(N)n(Cc2ccco2)c2nc3ccccc3nc12 → 3, /, -5, -5, 0, /, /, /

# (continued)
SMILES,PglD inh,miR122 inh,PGC1a acetyl inh,RAD54 inh,Cneo AK release,RAD52 anneal inh,ERAP1 inh,E-sel inducer
COc1cccc(C(c2nnnn2C(C)(C)C)N2CCC3(CC2)C(=O)NCN3c2ccccc2)c1OC (configuration not stated),3,18,-11,7,9,-9,/,-1.9
CCC(=O)OC(Cc1ccccc1)(c1ccccc1)C(C)CN(C)C (configuration not stated),6,-2,3,3,1,-6,-2,-0.1
CC(=O)OC1CC2OC3C=C(C)CCC3(C)C1(C)C21CO1 (configuration not stated),-1,-14,87*,-2,24,-6,8,/
CN1CCc2cc3c(cc2[C@H]1[C@@H]1OC(=O)c2c1ccc1c2OCO1)OCO3,-1,4,6,2,-1,2,3,0.0
CCOc1ccc(CN2CCN(C(=O)Cc3ccccc3)CC2)cc1,-2,/,/,-11,1,-1,-1,0.5
Cc1cc(/C=C2\C(=O)NC(=O)N(Cc3ccco3)C2=O)c(C)n1-c1ccc(O)cc1,-10,5,1,-1,-3,-2,-1,/
Cc1cc(=O)oc2cc(OCC(=O)N3C[C@H]4C[C@@H](C3)c3cccc(=O)n3C4)ccc12,-1,1,1,4,1,-2,7,/
Cn1c(O)c(C=Nc2ccc3c(c2)CCC3)c(=O)n(C)c1=O,2,-4,-15,-3,-4,/,/,/
NC(Cc1ccc(F)cc1)c1csc(Nc2ncccn2)n1 (configuration not stated),-4,/,/,0,0,-11,10,-0.6
NS(=O)(=O)c1cccc(N2CCNCC2)c1,/,-9,2,/,/,-17,-1,/
CCOC(=O)C1=C(N)Oc2ccccc2C12C(=O)N(CC(=O)OC)C(CC(=O)OC)=C2C(=O)OC (configuration not stated),-3,-3,-2,5,0,/,/,/
COC(=O)C1=C(c2ccc(S(C)(=O)=O)cc2)C[C@@H]2CC[C@H]1N2C(=O)NCC1CC1,1,/,/,-18,1,2,-2,-0.1
Fc1ccc(CCNCc2ccccc2Cl)cc1,-1,-1,/,3,0,/,/,/
Cc1ccc(CN2C(=O)CN=C(c3ccccc3)c3ccccc32)cc1,7,7,11,-4,2,-5,0,1.7
CCOC(=O)c1c(C)n(COCCO)c2ccc(O)cc12,2,/,5,6,2,/,/,/
Cc1cccc(C2=NCC(=O)N(CC(=O)NCc3ccco3)c3sc4c(c32)CCCC4)c1,-3,-4,0,2,2,/,/,/
CCCC/C(=N\O)c1c[nH]c2ccccc12,-1,3,/,-3,-22,/,/,/
CCCCCn1c(=O)c(C(=O)NCCc2ccccc2)c(O)c2ccccc21,-1,/,/,-17,-1,-14,-3,-0.1

# This is a subset; the hit share may differ from the screen's.
